Compound activity as filed in PubChem BioAssay.
BRCA1 expr act: activators of BRCA1 expression | MCF7-BRCA1-FFLuc reporter, luminescence, 48 h; response scale: scaled: vehicle 0%, 10 µM genistein 100% | Potency, µM (top dose mostly 46.1 µM), without a hit: top-dose activation, most hits filed as activators | actives 1.1% (n = 380,000) | AID 624202; also: potency is read from the fitted curve at half-maximal effect; nearly all actives have a fitted effect of over 80% in size; some results filed as inactive show a strong effect at the top dose
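First, MCF7-BRCA1-FFLuc cells (2000/well) attach for 2 h; next, compounds are pin-added and incubated 48 h at 37 °C; finally, luciferase reagent is added and luminescence read after 15 min.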
FLuc modulator: counter-screen for miR-21 project: firefly luciferase inhibitors or activators | P08659 | Potency, µM (highest dose often 57.5 µM), for the others: at the top dose activity change, negative = inhibition, actives largely listed as inhibitors | purified FLuc, Km substrates, luminescence inhibition | actives 6.9% (n = 360,000);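 also: potency is read from the fitted curve at half-maximal effect; plate controls were vehicle for no effect and reference inhibitor for full effect; nearly all actives have a fitted effect of over 55% in size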
Target sequence (P08659 whole entry, looked up): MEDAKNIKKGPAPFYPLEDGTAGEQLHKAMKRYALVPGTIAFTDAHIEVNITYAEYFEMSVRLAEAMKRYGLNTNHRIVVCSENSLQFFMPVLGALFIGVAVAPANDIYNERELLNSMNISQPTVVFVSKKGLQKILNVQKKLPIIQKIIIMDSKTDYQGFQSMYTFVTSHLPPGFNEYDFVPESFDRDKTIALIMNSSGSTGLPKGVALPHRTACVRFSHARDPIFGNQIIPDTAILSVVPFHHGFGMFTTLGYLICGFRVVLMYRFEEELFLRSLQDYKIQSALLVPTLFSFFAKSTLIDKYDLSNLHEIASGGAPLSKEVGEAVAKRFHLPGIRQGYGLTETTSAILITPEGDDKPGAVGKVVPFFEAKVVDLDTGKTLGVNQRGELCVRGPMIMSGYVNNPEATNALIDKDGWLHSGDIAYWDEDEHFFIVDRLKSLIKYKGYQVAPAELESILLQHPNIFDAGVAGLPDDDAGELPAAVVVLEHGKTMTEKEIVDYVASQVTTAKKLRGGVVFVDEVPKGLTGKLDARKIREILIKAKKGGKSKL
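Purified P. pyralis luciferase, 10 nM final, with Km-level 10 uM D-luciferin and 10 uM ATP in 50 mM Tris acetate pH 7.5, 10 mM Mg acetate, 0.01% Tween-20, 0.05% BSA; 6-point qHTS titration about 60 µM downward; luminescence read.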
NPC1 prom act: activators of NPC1 promoter. Huh7 NPC1 promoter luciferase reporter, 24 h. Potency, µM (doses to about 9.22 µM), without a hit: at the top dose activation, usual class: activators. actives 2.4% (n = 320,000). AID 485313;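 also: potency is read from the fitted curve at half-maximal effect; % of control where 0% means no effect; nearly all actives have a fitted effect of over 60% in size; reporter is driven by a mutant NPC1 promoter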
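Compounds in DMSO were transferred onto Huh7 NPC1-luciferase reporter cells pre-incubated 2 h; after 24 h at 37 °C, Amplite reagent was dispensed and luminescence recorded 10 min later.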
RORgamma inh: blocks mouse ROR gamma transcriptional activity; P51450; Drosophila S2 Gal4-RORgamma UAS-luciferase reporter, 20 h; Potency, µM (titrated, usually from 53.6 µM), without a hit: top-dose activity change, negative = inhibition, most hits filed as inhibitors; actives 5.4% (n = 310,000); AID 2551; also: potency is read from the fitted curve at half-maximal effect; % is scaled to controls: 0 for no effect and ±100 for the full control effect; nearly all actives have a fitted effect of over 60% in size
Target sequence (P51450 whole entry, looked up, the tested form may be a part): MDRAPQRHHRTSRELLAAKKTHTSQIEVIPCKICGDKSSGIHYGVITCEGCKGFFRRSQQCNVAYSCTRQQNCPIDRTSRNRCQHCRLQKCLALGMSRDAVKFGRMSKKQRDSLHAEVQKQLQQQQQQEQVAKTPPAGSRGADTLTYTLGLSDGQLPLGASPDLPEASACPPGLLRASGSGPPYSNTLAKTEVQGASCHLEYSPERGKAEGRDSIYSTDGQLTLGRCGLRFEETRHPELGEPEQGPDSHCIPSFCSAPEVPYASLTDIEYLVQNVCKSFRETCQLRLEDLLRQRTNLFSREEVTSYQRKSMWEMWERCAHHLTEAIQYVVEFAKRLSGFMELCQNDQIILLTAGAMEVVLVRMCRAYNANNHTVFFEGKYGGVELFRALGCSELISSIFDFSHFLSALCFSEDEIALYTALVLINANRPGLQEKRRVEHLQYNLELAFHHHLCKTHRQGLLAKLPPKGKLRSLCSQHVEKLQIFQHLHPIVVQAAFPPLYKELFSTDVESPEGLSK
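In this cell-based reporter format, copper sulfate (700 uM final) drives Gal4–ROR gamma fusion expression from a metallothionein promoter in Drosophila Schneider cells; compounds preincubated 1 hr, reporter read after 20 hr at ambient temperature.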
ELG1 genotox: induces genotoxicity in HEK293T cells with luciferase-tagged ELG1. HEK293T ELG1-luciferase reporter, luminescence, 16 h. Potency, µM (series often up to 46 µM), inactives show top-dose activity change, positive = activation, usual class: activators. actives 1.3% (n = 330,000). AID 504466; also: potency is read from the fitted curve at half-maximal effect; % of control where 0% means no effect; nearly all actives have a fitted effect of over 60% in size
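DMSO vehicle served as control against compound-treated ELG1-luciferase HEK293T cells; exposure lasted 16 hr at 37 °C and 5% CO2, followed by ONE-Glo luminescence detection after 30 min.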
Gal4-VP16 FLuc: Gal4-VP16 reporter inhibition counter-screen; Drosophila S2 Gal4-VP16 UAS-luciferase, luminescence, 20 h; Potency, µM (highest dose often 53.6 µM), for inactives: at the top dose activity, negative = inhibition, actives largely listed as inhibitors; actives 3.5% (n = 310,000);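 also: Gal4-VP16 expression switched on by copper sulfate through the metallothionein promoter; potency is read from the fitted curve at half-maximal effect; % is scaled to controls: 0 for no effect and ±100 for the full control effect; nearly all actives have a fitted effect of over 50% in size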
ELG1 repair inh: blocks ELG1-dependent DNA repair in HEK293T cells; HEK293T ELG1-luciferase reporter, luminescence, 16 h; DNA damage induced by 5-fluorouridine; Potency, µM (doses to about 46.1 µM), without a hit: at the top dose activity change, negative = inhibition, actives largely listed as inhibitors; actives 2.3% (n = 330,000); also: potency is read from the fitted curve at half-maximal effect; % is scaled to controls: 0 for no effect and ±100 for the full control effect; nearly all actives have a fitted effect of over 55% in size
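Reporter activity after DNA damage by 5-fluorouridine is monitored. Compound-treated cells incubate 16 hr at 37 °C, then ONE-Glo is added for 30 min before luminescence reading.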
TRPV1 agonist: activates the human vanilloid receptor TRPV1 | Q8NER1 | TRPV1-expressing cells, Fluo-8 calcium influx, agonist mode | activation, % at 8.33 µM | actives 0.19% (n = 320,000) | AID 540275; in the data active = activation above about 80%; inconclusive = between about 30% and that limit; also: 0% is about no effect
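Cells expressing TRPV1 were dye-loaded with Fluo-8 and read kinetically: 10 s baseline, 3 min after compound (agonist portion), then 2 min after EC20 capsaicin (allosteric enhancer portion). Calcium-bound dye fluorescence at 480/520 nm.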
Tb PFK inh: blocks T. brucei phosphofructokinase; T. brucei PFK, ADP-Glo luminescence; Potency, µM (titrated, usually from 57.5 µM), for inactives: top-dose activity, negative = inhibition, hits mostly inhibitors; actives 0.17% (n = 330,000); AID 485367;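 also: potency is read from the fitted curve at half-maximal effect; 0% = uninhibited 1x PFK enzyme wells and -100% = no-enzyme wells; nearly all actives have a fitted effect of over 60% in size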
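In TEA buffer at pH 8.0 with 5 mM MgCl2, enzyme (1.25 nM) converted F6P (0.5 mM) and ATP (0.1 mM) for 45 min at room temperature. ADP product was read by luciferase luminescence.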
Rab9 promoter act: activators of Rab9 promoter | Potency, µM (highest dose often 9.22 µM), inactives show at the top dose activation, negative = inhibition, actives largely listed as activators | Huh7 Rab9 promoter-luciferase reporter, luminescence, 24 h | actives 2.8% (n = 320,000) | AID 485297; also: potency is read from the fitted curve at half-maximal effect; % of control where 0% means no effect; nearly all actives have a fitted effect of over 60% in size
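Luciferase signal after 10 min detection reagent at ambient indicates Rab9 promoter upregulation; stably transfected Huh7 cells were treated 24 h with compound in DMSO at 37 °C, 5% CO2.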
p53 reactivation: restores transcriptional activity of mutant p53 | H1299 p53-A138V BP100-luciferase reporter, luminescence, 24 h | Potency, µM (titrated, usually from 92.2 µM), for the others: at the highest dose activity change, positive = activation, hits mostly activators | actives 0.063% (n = 320,000) | AID 504706; also: potency is read from the fitted curve at half-maximal effect; % of control where 0% means no effect; nearly all actives have a fitted effect of over 45% in size
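p53-null H1299 cells stably carrying temperature-sensitive p53-A138V and a BP100-luciferase reporter were pinned with compounds (4-point, 1:5 series) and held 24 hrs at 37 deg C. Luminescence was read 10 min after detection reagent.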
The depositor's hits bear a star; ? = inconclusive; . = not tested or not shown; [ ] = remark or other dose. Unless noted, calls follow the shape of the dose curve; as a rule, active = well fitted curve in the direction sought with a large enough effect; inconclusive = small, poorly fitted or top-dose-only effect, or another doubt; inactive = no such curve, though single readings can be large; an effect the other way counts as inactive or inconclusive.

SMILES | BRCA1 expr act | FLuc modulator | NPC1 prom act | RORgamma inh | ELG1 genotox | Gal4-VP16 FLuc | ELG1 repair inh | TRPV1 agonist | Tb PFK inh | Rab9 promoter act | p53 reactivation
CCN(CC)CC(=O)c1c[nH]c2ccc(C)cc12 | -8% | 1% | -4% | -16% | 0% | -7% | 0% | 2 | -4% | -6% | -17%
CSc1oc(-c2ccco2)nc1S(=O)(=O)c1ccc(Br)cc1 | 37% | 3% | 2% | 2% | -1% | 8% | 13% | 6 | -6% | 1% | -12%
COc1ccc(N2CC(C(=O)NCc3ccco3)CC2=O)cc1 (centres undefined) | 2% | -2% | -5% | -2% | -2% | 2% | 0% | -5 | 0% | 4% | 22%
Cc1cc(C)n2nc(N)c(N=Nc3ccc4c(c3)OCO4)c2n1 | -2% | -2% | -3% | -12% | 4% | -19% | 0% | -1 | 4% | 0% | 12%
CCOC(=O)CC(=O)c1[nH]c(C)c(C(=O)OCC)c1C | 68% | ? | 1% | -1% | 14% | -13% | ? | 2 | 0% | 11% | 0%
Cn1nc(C(=O)Nc2nc3ccccc3[nH]2)c2ccccc2c1=O | 41% | -17% | 13% | ? | 4% | ? | 18% | -2 | 0% | ? | ?
CCN(CC)S(=O)(=O)c1cc(NC(=O)CCNC(=O)c2ccco2)ccc1C | -17% | -1% | -4% | 2% | -1% | 6% | -9% | 0 | -1% | -7% | -7%
O=C(C1=C[C@H](c2coc3ccccc3c2=O)C[C@H](OCCCCO)O1)N1CCN(Cc2ccc3c(c2)OCO3)CC1 | 4% | 0% | 2% | 19% | -6% | 2% | ? | -3 | -1% | -3% | -7%
Cc1c(-n2c(=O)n(Cc3ccccc3)c(=O)c3[nH]cnc32)cccc1S(C)=O (centres undefined) | -6% | 0% | 3% | 7% | 10% | 8% | 15% | 2 | 0% | 1% | -2%
CCN1Cc2c(cc(OC)c(OC)c2OC)-c2ccccc2S1(=O)=O | 8% | . | . | . | 2% | . | 12% | . | -1% | . | 9%
COc1ccc(-c2nc(CS(=O)CC(=O)NCCN3CCCCC3C)c(C)o2)cc1OC (centres undefined) | 19% | 0% | 0% | -7% | 3% | -13% | 11% | 2 | 1% | -5% | -1%
CN(CC(=O)NC1CCN(Cc2ccccc2)CC1)S(=O)(=O)c1ccc(Cl)s1 | 2% | . | -7% | . | -6% | . | ? | 7 | -1% | -4% | 2%
CN1CCN(C(=O)c2cc3sc4ccccc4c3s2)CC1 | 47% | 3µM* | 0.63µM* | 16% | ? | -7% | ? | -4 | -8% | 0.71µM* | 3%
COC(=O)CN1C2(C#N)CCCCC2CC2CCCCC21C#N (centres undefined) | -1% | -7%[2.3 µM] | 1% | ? | -2% | -13% | 4% | 8 | 23% | 10% | 2%
COc1ccc(NS(=O)(=O)CC(C)C)c(OC)c1 | 1% | 4% | -3% | -5% | 0% | -10% | 3% | -1 | 0% | 0% | -5%

Whole records, quoted from the list:
CSc1oc(-c2ccco2)nc1S(=O)(=O)c1ccc(Br)cc1 is entered as BRCA1 expr act: 37%; FLuc modulator: 3%; NPC1 prom act: 2%; RORgamma inh: 2%; ELG1 genotox: -1%; Gal4-VP16 FLuc: 8%; ELG1 repair inh: 13%; TRPV1 agonist: 6; Tb PFK inh: -6%; Rab9 promoter act: 1%; p53 reactivation: -12%
CN(CC(=O)NC1CCN(Cc2ccccc2)CC1)S(=O)(=O)c1ccc(Cl)s1 is entered as BRCA1 expr act: 2%; FLuc modulator: .; NPC1 prom act: -7%; RORgamma inh: .; ELG1 genotox: -6%; Gal4-VP16 FLuc: .; ELG1 repair inh: ?; TRPV1 agonist: 7; Tb PFK inh: -1%; Rab9 promoter act: -4%; p53 reactivation: 2%

Remaining list, next part:
SMILES | BRCA1 expr act | FLuc modulator | NPC1 prom act | RORgamma inh | ELG1 genotox | Gal4-VP16 FLuc | ELG1 repair inh | TRPV1 agonist | Tb PFK inh | Rab9 promoter act | p53 reactivation
C=CCNC(=S)N1CCN(CCN=CC2=C(O)CC(c3cccs3)CC2=O)CC1 (centres undefined) | -13% | -1% | 10% | 0% | -4% | -3% | ? | -11 | -1% | -4% | -1%
CC(C)CNC(=O)c1cccc(NC(=O)c2ccc(Cl)c([N+](=O)[O-])c2)c1 | -61% | -8% | -3% | ? | -3% | -25% | ? | -1 | 24µM* | 0% | 2%
Cc1cc(N2CC(C(=O)NCc3cccs3)CC2=O)ccc1C(C)C (centres undefined) | -26% | -20% | -2% | 13% | 1% | 2% | -8% | ? | -1% | 7% | 0%
CCOC(=O)CC1=NS(=O)(=O)c2ccccc2N1 | 0% | -2% | -3% | 3% | -1% | -7% | -1% | 2 | -3% | 4% | 0%
CCN(C(=O)CSc1nc2ccccc2n1CC)C1CCS(=O)(=O)C1 (centres undefined) | 11% | 0% | 0% | 16% | 5% | -5% | 5% | 0 | 1% | -2% | 2%
COc1ccc(CNC(=O)CSc2nc(SC)ns2)cc1 | -3% | -9% | 3% | . | 0% | . | 5% | 4 | -8% | -3% | .
CCC(Oc1ccc2c(=O)c(-c3ccccc3OC)coc2c1)C(=O)OCc1ccccc1 (centres undefined) | -45% | 1% | -5% | -6% | -1% | 8% | -29% | -1 | 0% | -7% | 1%
C/C(CC(=O)Nc1ccc(Cl)cc1Cl)=N\NC(=O)c1ccncc1 | -17% | -8% | 7% | ? | -5% | 18µM* | ? | ? | 0% | -10% | -1%
COc1cc(C)c(NC(=S)Nc2cccc(Cl)c2C)cc1OC | 1% | 2% | 0% | 13µM* | 0% | ? | -13% | 0 | 2% | -1% | -12%
O=C(Cc1ccc(F)cc1)N/N=C/c1ccccn1 | -5% | 1% | 1% | -32% | 1% | 11% | 5% | -3 | -14% | -2% | -3%
Cc1noc(C)c1S(=O)(=O)N(CC(=O)N1CCn2c1nc1ccccc12)c1ccc(C(C)C)cc1 | -9% | -1% | -1% | ? | -5% | -4% | -2% | . | -2% | -3% | 1%
O=c1[nH]cnc2c1ncn2Cc1ccc([N+](=O)[O-])cc1 | 6% | 2% | -11% | 1% | 3% | -7% | -14% | 0 | -3% | -6%[1.84 µM] | 1%
CC(=O)N1CCOc2ccc(S(=O)(=O)NCC3CCC(C(=O)Nc4ccc(C)cn4)CC3)cc21 (centres undefined) | -6% | 1% | -23% | 10% | -11% | ? | 5.2µM* | 1 | 0% | -27% | -1%
CC(=O)c1ccc(NS(=O)(=O)c2ccc(N/C=C/C(=O)c3ccc(F)cc3)cc2)cc1 | 88% | ? | 5% | 39% | 1% | 0% | ? | -2 | -5% | 7% | 11%
Cc1cccc(NC(=O)c2cc[n+]([O-])cc2)c1C | 3% | 2% | 1% | 4% | 2% | 3% | 23% | -2 | -1% | -1% | -1%
CC(C)[C@H](NC(=O)C1CCN(S(=O)(=O)c2ccc(F)cc2)CC1)C(=O)NCc1ccncc1 | -13% | 1% | -2% | -4% | 4% | -2% | 14% | 2 | 10% | -1% | -2%
CCOC(=O)CCC(=O)NNC(=O)c1ccc(NC(=O)c2ccccc2)cc1 | -4% | -8% | 6% | -6% | 1% | -1% | 27% | -7 | -3% | 1% | 0%
CCOC(=O)c1c(-c2ccc(C)o2)csc1NC(=O)CSc1ncn[nH]1 | -3% | -1% | -1% | -2% | 0% | -1% | -8% | 11 | -5% | 1% | 10%
Cc1ccc(S(=O)(=O)NCCCNC(=O)c2ccccc2)cc1 | -6% | 4% | 2% | 22% | -5% | 10% | 0% | 0 | -4% | 2% | 0%
CCn1c(C(=O)OC)cc2c1ccn2-c1ccc(F)cc1 | ? | 9.5µM* | ? | ? | 16µM* | 0% | ? | 2 | 1% | ? | ?
COc1cc2c(cc1NS(=O)(=O)N1CCCCC1)oc1ccccc12 | -40% | -1% | -4% | ? | -6% | ? | -1% | -3 | -5% | -6% | 1%
COCCn1c(SC)nnc1-c1c[nH]c2ccccc12 | 3% | -8% | 2% | 4% | 11% | -6% | 15% | 1 | -9% | -5% | 7%

An unsorted share of the library; any-hit rate near 15%.
